# From PubChem BioAssay
# Y pestis TopoI: Y. pestis Topo-I inhibition via cleavage products; 360,000 compounds, 0.064% hits; activity, % at 10 µM; AID 504884; Y. pestis Topo-I cleavage product accumulation, plate reader; in the data active means activity above about 50%, passing the limit was not always enough; inconclusive means no clear call, values can overlap the other calls; further: inactives centre near 2
# BoNT-A LC inh2: BoNT A light chain protease inhibition; inhibition, % at 10 µM; 360,000 compounds, 0.17% hits; multiplex microsphere protease substrate cleavage, flow cytometry; further: plate controls were buffer without enzyme for full effect and enzyme alone for no effect
# FadD28 FP inh: inhibitors of Mycobacterium tuberculosis FadD28 bisubstrate binding; FadD28 bisubstrate probe binding, fluorescence polarization; inhibition, % at 12.5 µM; 360,000 compounds, 0.22% hits; in the data active means inhibition above about 8.5%, passing the limit was not always enough; inconclusive means no clear call, values can overlap the other calls
# TcdB inh: TcdB glycohydrolase inhibition | P18177 | TcdB glycohydrolase enzymatic assay, plate reader | inhibition, % at 9.99 µM | 350,000 compounds, 0.24% hits; in the data active means inhibition above about 10%
# BoNT F protease: blocks Botulinum neurotoxin F light chain protease; Multiplex microsphere protease cleavage assay, flow cytometry; inhibition, % at 10 µM; 360,000 compounds, 0.22% hits; in the data active means inhibition above about 35%, passing the limit was not always enough; inconclusive means no clear call, values can overlap the other calls; further: plate controls were buffer without enzyme for full effect and enzyme alone for no effect
# PfHsp40 rescue: rescue of PfHsp40-mediated yeast toxicity; S. cerevisiae expressing PfHsp40, growth rescue, ATP luminescence; growth rescue, % at 12.5 µM; 340,000 compounds, 0.68% hits; AID 504582; in the data active means growth rescue above about 28%, passing the limit was not always enough; inconclusive means no clear call, values can overlap the other calls;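 further: yeast W303a lacking pdr1 and pdr3 grown in galactose medium; growth measured after three days at 30 °C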
# PrPC TRFRET: reduces human prion protein on the cell surface | inhibition, % at 13.8 µM | cell surface PrPC, TR-FRET read-out | AID 720596 | 370,000 compounds, 0.43% hits | P04156; in the data active means inhibition above about 24%; further: 0% = median of the test wells and 100% = reference compound wells
# Anthrax LF prot: inhibitors of Bacillus anthracis lethal factor protease. P15917. multiplex microsphere protease cleavage assay, LF. inhibition, % at 10 µM. 360,000 compounds, 0.12% hits; further: plate controls were buffer without enzyme for full effect and enzyme alone for no effect
# CCHFV vOTU inh: blocks the CCHF virus ovarian tumor domain protease; AID 651958; CCHFV vOTU protease, Pep-AMC fluorescence; 370,000 compounds, 0.55% hits; inhibition, % at 11.5 µM; in the data active means inhibition above about 30%; further: 0% = vehicle wells with enzyme and 100% = no enzyme wells
# * marks the source's active call; other numbers are inactive results; ? = inconclusive; nt = not tested or not shown; & = joins results of further samples. Unless noted, no stated cut-off is given here; in the data, active means inhibition above about 30%; inconclusive means no clear call, values can overlap the other calls; inactive means below that.
SMILES,Y pestis TopoI,BoNT-A LC inh2,FadD28 FP inh,TcdB inh,BoNT F protease,PfHsp40 rescue,PrPC TRFRET,Anthrax LF prot,CCHFV vOTU inh
O=C(Nc1cccc([N+](=O)[O-])c1)c1ccncc1,-3,0.4,0.0,nt,-4,0.2,-11,1,10
Fc1ccccc1C1CCN(Cc2nc(CC3CC3)no2)C1 (stereo not drawn),14,-0.3,-4.0,-0.2,-8,0.3,-3,-10,1
CC(C)(C)NC(=O)Nc1cccc(Cl)c1Cl,-1,0.8,-1.4,0.9,2,0.4,16,2,-6
N#CC1=C(S)N=C(N)C(c2nc(-c3ccccc3)cs2)C12CCCC2 (stereo not drawn),-8,1.2,-0.4,nt,-4,-0.2,-5,-2,11
COc1ccc(C(=O)NCCc2nnc(SCc3nc4ccccc4c(=O)[nH]3)n2C)cc1,-8,0.2,-4.7,nt,5,-0.1,-6,-8,2
CN(C)CCCN(C(=O)c1ccc(S(=O)(=O)N2CCCC2)cc1)c1nc2ccc(Br)cc2s1,-7,0.6,-3.1,0.0,1,0.8,-4,-3,3
CCOc1cc(C(=O)NC)cc(OCC)c1OCC,8,0.6,-0.4,nt,-3,4.2,-5,0,13
COc1ccc(-c2cc(-c3ccccc3)c(C#N)c(SCC(=O)Nc3ncc(C)s3)n2)cc1,8,2.9,-3.4,nt,3,-0.4,9,0,2
CCN(CC)CCn1c2ccc(Cl)cc2c2nc(C)sc21,-6,-0.7,1.2,0.3,-8,1.7,-6,-3,10
Cc1cc(C(F)(F)F)nc(SCC(=O)NC2=NC(=O)C(C)S2)n1 (stereo not drawn),-6,0.2,-2.5,nt,-1,-1.8,5,2,-8
CN(Cc1ccc(C(C)(C)C)cc1)C(=O)Cc1ccc(S(=O)(=O)N2CCOCC2)s1,10,-1.3,nt,-0.3,2,0.6,7,-11,21
CCn1c(COc2ccc(Cl)cc2)nnc1SCC(=O)Nc1ccc2c(c1)OCO2,7,-0.1,-2.1,nt,-8,0.2,8,-2,4
CCCCCCC(=O)Nc1ccc(C(=O)N2CCCC2)cc1,-1,-0.5,-1.0,nt,-4,-2.3,-5,-6,0
COc1ccc2nc(C)cc(SCC(=O)O)c2c1,1&6,-0.4,-0.4&-0.6,-0.5,-10,-2.0&0.6,3&5,-2,-16&9
COc1ccc(-n2c(-c3ccc(Cl)cc3)c[nH]c2=S)cc1,5,0.1,-0.7,1.3,-9,0.5,-4,7,10
Cc1cc(/C=N/n2cnnc2)c(C)n1-c1ccc(OCc2ccc(F)cc2)cc1,18,1.0,-3.7,nt,-6,103*,21,-5,4
Clc1cc(Cl)cc(CN2CCSCC2)c1,-4,-36,-4.5,1.8,?,-0.9,-10,-17,5
COc1cccc(NC(=O)Cc2nnc(SCC(=O)NC(C)c3ccccc3)n2C)c1 (stereo not drawn),-2,?,-2.7,nt,-10,0.4,-4,-4,2
Cc1ccc(CCNC(=O)C2CCC(=O)N(Cc3ccccc3F)C2)o1 (stereo not drawn),3,-0.6,-2.5,-0.1,-2,-0.2,4,4,-6
COc1ccccc1Oc1ccc(N/C=C2/CCCC2=O)cc1,6,-1.0,-0.7,nt,-10,0.3,2,-4,-1
COC(=O)c1ccc2nc(-c3ccc(F)cc3)c(Cc3ccc(OC)cc3C)n2c1,nt,2.3,-1.3,0.9,1,nt,-9,5,-1
CC(=O)c1cnc2cc(-c3ccccc3)nn2c1C,6,0.0,-2.0,nt,-2,-0.5,2,1,6
CCCc1nnc(NC(=O)CCS(=O)(=O)Cc2ccccc2)s1,7,2.1,nt,0.9,3,?,-9,-1,-2
COc1ccc(-c2nn(-c3ccccc3)cc2/C=N/Nc2ccc(S(N)(=O)=O)cc2[N+](=O)[O-])cc1OC,1,-0.7,-1.6,-0.3,-8,-1.8,-1,-4,4
CC(=O)OC1CSC2c3ccccc3C(=O)N2Cc2sccc21 (stereo not drawn),3,0.0,-0.9,0.2,1,0.0,-3,0,13
CO/N=C/c1c(-c2ccc(Cl)cc2)nc2cc(C)ccn12,13,-0.6,-0.6,1.3,-4,-0.4,-5,-5,9
COc1ccc(C(c2c(C)n(C)n(-c3ccccc3)c2=O)c2c(C)n(C)n(-c3ccccc3)c2=O)cc1,-4,-1.9,0.2,-2.7,1,-0.8,-4,2,-11
c1ccc(-c2nc(NCC3CC3)nc3ccsc23)cc1,15,0.8,-3.6,-0.2,-2,nt,-1,5,-48
CC(C)(C)C(=O)Nc1c2c(nn1-c1cccc(Cl)c1)CS(=O)(=O)C2,-3,0.5,nt,0.7,1,-0.7,-3,-2,-11
COCc1nnc(NC(=O)CCc2ccc(OC)cc2)s1,5,-3.9,-1.7,-0.2,-6,0.9,3,0,-4
CCc1ccc(C(=O)OCC(=O)NCC(F)(F)F)cc1,7,0.0,-1.4,1.1,1,0.0,-1,-4,-6
CCc1cc(=O)oc2cc(C)cc(OC(C)C(=O)NC3CC(C)(C)NC(C)(C)C3)c12 (stereo not drawn),-7,-4.5,-1.9,1.3,-8,-0.5,-4,2,-6
CN(C)CCN[C@H]1CCC2C3CC=C4C[C@@H](O)CC[C@]4(C)C3CC[C@@]21C (stereo partly drawn),-7,-0.2,-4.0,1.2,-11,0.7,-3,4,-11
Cc1nn(-c2ccccc2)c(N)c1C(O)(C(F)(F)F)C(F)(F)F,-1,0.0,-1.9,nt,-1,5.5,6,2,-2
COC(=O)C1NN=C(C(=O)c2ccc(Br)cc2)C1c1cccc(Br)c1 (stereo not drawn),21,0.8,-7.4,nt,0,0.5,8,2,17
CC(Oc1cc2oc(=O)c3c(c2cc1Cl)CCCC3)C(=O)NCc1cccnc1 (stereo not drawn),2,2.0,-2.8,0.5,6,0.0,5,0,6
COc1ccccc1NC(=O)CCn1c(=O)c2cccn2c2ccccc21,-7,1.5,-2.1,0.6,12,-0.4,-2,-2,16
Cc1ccc(C23CC4CC(CC(NC(=O)N5CCN(C)CC5)(C4)C2)C3)cc1,-6,-0.5,-5.0,nt,-13,1.2,-10,1,-2
CCOc1ccc(C2/C(=C(/O)c3ccc(F)cc3)C(=O)C(=O)N2CCCN(C)C)cc1 (stereo not drawn),-6,0.1,-3.5,nt,4,0.9,6,1,1
O=C(NCC(=O)N1CCN(c2ccccn2)CC1)c1ccc(Br)o1,3,0.5,-3.5,1.9,3,1.1,3,5,1
COc1cccc(C(=O)Nc2cc3c4c(c2)CC(=O)N4CCC3)c1,-2,nt,2.0,0.6,nt,0.9,-5,nt,15
CC(=O)Oc1ccc2c(=O)c(/C=N/c3cc(=O)[nH]c(=S)[nH]3)coc2c1,-1,-2.5,-3.6,1.7,-6,2.1,4,-4,16
CC(=O)N(CCC(Cc1ccccc1)c1ccc2c(c1)OCO2)Cc1ccc(Cl)cc1 (stereo not drawn),41,-0.7,-6.1,nt,?,1.3,4,1,14
Cc1n[nH]c(C)c1S(=O)(=O)N1CCCC(C(=O)NCc2ccccc2Cl)C1 (stereo not drawn),3,0.0,-2.0,0.9,1,-0.9,0,-4,7
Cc1cccc(C)c1NC(=O)C1c2ccccc2OCC(=O)N1Cc1ccc2c(c1)OCO2 (stereo not drawn),nt,-1.0,nt,2.1,-2,nt,0,-10,1
Cc1cccc(C(=O)NCC(=O)N2CCN(c3ccc(Cl)cc3)CC2)c1,9,1.2,-2.7,1.3,?,0.4,-2,17,18
Cc1ccc(OCCN2CCN(c3ncnc4sc(C)c(C)c34)CC2)cc1,44,-3.4,-1.3,nt,-6,-1.0,14,1,20
O=C(OCC#CCSc1nnc(-c2cccc3ccccc23)o1)c1ccc(F)cc1,16,-0.7,-3.8,0.3,-7,0.7,-5,-8,-4
O=C(Nc1ccc(S(=O)(=O)N2CCOCC2)cc1)c1ccc(Cl)cc1Cl,-4,5.1,-1.2,3.1,24,1.3,3,-17,1
CCSC1=NCCN1S(=O)(=O)c1ccc(F)cc1,-2,-0.8,0.0,0.2,-4,0.8,-1,2,-15

# Carrying on:
SMILES,Y pestis TopoI,BoNT-A LC inh2,FadD28 FP inh,TcdB inh,BoNT F protease,PfHsp40 rescue,PrPC TRFRET,Anthrax LF prot,CCHFV vOTU inh
c1cc2c(cc1Oc1nc(N3CCOCC3)nc(N3CCOCC3)n1)OCO2,15,-0.8,-2.1,nt,-14,0.6,7,2,4
CCOc1cc(OCC)cc(C(=O)NC(=S)Nc2cccc(C(F)(F)F)c2)c1,-6,0.4,-1.3,nt,3,-0.6,2,3,17
Cc1cccc(N(CC(=O)NC2CC2)S(=O)(=O)c2ccc(Cl)cc2)c1,3,-1.3,-1.0,-0.9,18,-0.2,6,0,-17
Oc1ccc(CC2CC3CCN2CC3)cc1O (stereo not drawn),0,0.2,-0.2,nt,1,-1.3,0,-1,-1
Cc1c(NS(=O)(=O)c2ccc([N+](=O)[O-])cc2)c(=O)n(-c2ccccc2)n1C,-8,-0.4,-0.4,0.6,-26,-1.4,-26,-11,6
COc1ccccc1C(=O)Nc1ccc2c(c1)CN(C(=O)CSC)CC2,13,2.1,-0.7,1.8,-13,-0.2,14,17,-10
CSc1ncc(CN2CCc3c([nH]c4ccccc34)C2c2cccc(C)n2)cn1 (stereo not drawn),7,-0.9,-2.0,-0.5,-11,-1.2,-2,-8,8
CCCc1nnc(SCC(=O)N2CCOCC2)n1Cc1ccco1,-4,0.3,-0.5,nt,4,0.1,-7,0,13
CC(=O)Nc1nonc1-n1nnc(C(=O)NCc2ccccc2)c1C,4,2.1,-0.6,nt,3,2.0,-1,-2,-9
COc1ccc(N2CC(C(=O)N[C@H](C(=O)NC3CCCC3)C(C)C)CC2=O)cc1 (stereo partly drawn),-2,1.6,-1.2,-0.3,4,0.4,0,-1,12
CN(CC(=O)Nc1c(Cl)cccc1Cl)C(=O)c1ccc(-n2cncn2)c([N+](=O)[O-])c1,-10,-5.2,0.7,7.1,-5,nt,-16,-9,-2
CON(C)S(=O)(=O)c1ccc2c(c1)N(Cc1ccc(C)cc1)C(=O)C1CCCN21 (stereo not drawn),12,-0.8,-0.3,-0.7,-2,0.8,4,-9,4
Cc1ccc(S(=O)(=O)CCC(=O)OCC(=O)NCc2ccccc2)cc1,1,nt,0.8,0.5,nt,-1.4,1,nt,-1
CCCSc1ncnc2[nH]ncc12,8,0.3,0.8,0.9,-8,0.3,-1,-8,3
Cc1nnc(Cc2ccccc2)c2n[nH]c(C)c12,8,0.0,0.2,2.0,-9,nt,-5,-8,0
COc1cc(-c2cc(C(=O)Nc3cccc(S(=O)(=O)N(C)C)c3)c3ccccc3n2)cc(OC)c1OC,11,-0.5,-3.8,0.6,-11,1.2,4,3,6
O=S(=O)(Nc1ccc(Cl)c(C(F)(F)F)c1)c1cnc[nH]1,6,-1.1,0.3,nt,-15,1.6,9,-2,32*
S=C1CN=C(c2ccccc2Cl)c2cc(Cl)ccc2N1,-1,-0.1,-7.6,nt,-11,0.2,4,-1,11
O=C(c1ccco1)N1CCN(C(=O)c2ccc(CS(=O)c3ccc(Br)cc3)o2)CC1 (stereo not drawn),2,-0.2,-2.0,-0.1,-2,nt,-3,1,-9
O=C(OC1CCOC1=O)c1ccc2ccccc2n1 (stereo not drawn),0,-1.1,-1.3,nt,-2,0.4,-1,-5,-9
Cc1ccc(-n2nccc2-c2nn(-c3cccc(C(F)(F)F)c3)c(=O)n(C)c2=O)cc1,1,0.2,-3.3,-2.1,-2,-0.2,10,2,14

# 4 compounds from above, showing only TcdB inh and PrPC TRFRET.
mol,TcdB inh,PrPC TRFRET
Cc1nnc(Cc2ccccc2)c2n[nH]c(C)c12,2.0,-5
CN(CC(=O)Nc1c(Cl)cccc1Cl)C(=O)c1ccc(-n2cncn2)c([N+](=O)[O-])c1,7.1,-16
Cc1ccc(-n2nccc2-c2nn(-c3cccc(C(F)(F)F)c3)c(=O)n(C)c2=O)cc1,-2.1,10
S=C1CN=C(c2ccccc2Cl)c2cc(Cl)ccc2N1,nt,4
